MT1-MMP act inh: inhibitors of human MT1-MMP activation | P50281 | HT1080 RFP-PRO-GFP cells, GFP/RFP ratio fluorescence, overnight; percent of plate control window, DMSO zero | GFP/RFP ratio change, % at 20 µM | actives 0.061% (n = 360,000) | AID 651647;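 active = GFP/RFP ratio change of at least 30% with cell ATP level not reduced by more than half and red fluorescence within 50% of control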; also: strong numbers were not always called active
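Assay system: HT1080 RFP-PRO-GFP cells. Benchmarks: DMSO vehicle wells and RFP-L50D-GFP reporter cell wells. Times: overnight cell settling, then overnight compound exposure, 37 °C, 5% CO2. Compound: 20 µM single dose, 1% DMSO. Read-out basis: GFP/RFP fluorescence ratio.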
Rin1-Abl PPI inh: blocks binding of human Rin1 to Abl; P00519+Q13671; AID 588664; inhibition, % at 7.35 µM; actives 0.4% (n = 360,000); TR-FRET Rin1/Abl binding, biochemical; in the data active = inhibition above about 5%, passing the limit was not always enough
FAS-TE inh: blocks the thioesterase domain of human fatty acid synthase; recombinant FAS-TE, OMFH fluorogenic substrate, fluorescence endpoint; inhibition, % at 15 µM; AID 602261; actives 0.67% (n = 360,000); P49327;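 active = compounds whose normalised, plate-corrected inhibition of enzyme fluorescence in the single-dose primary screen is 50% or more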;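 also: 0% = DMSO with enzyme and 100% = substrate without enzyme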
SKN-1 block: C. elegans SKN-1 inhibition | C. elegans VP596 Pgst-4::GFP/RFP ratio, acrylamide-induced, 24 h | actives 0.49% (n = 360,000) | inhibition, % at 21.8 µM;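 active = interference check ratio from 0.5 to 1.5 plus GFP to RFP signal ratio inhibition reaching or exceeding a fixed threshold, cut at about 30% in these data, passing the limit was not always enough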; also: some compounds called inactive have numbers as strong as hits
Neddyl block: blocks human cullin neddylation. actives 0.58% (n = 360,000). TR-FRET cullin neddylation, biochemical. P61081+Q13564. calls only at 25 µM. AID 651699; in the data active = inhibition above about 36%
NRP1-CendR mod: alters CendR peptide binding to human NRP-1; O14786; FAM-RPARPAR peptide binding to NRP-1, fluorescence polarization; inhibition, % at 25 µM; actives 0.85% (n = 360,000); AID 602438;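 active = inhibition or corrected inhibition above about 18%, plus a signal ratio from 0.5 to 1.5, limit read from the data, passing the limit was not always enough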; also: strong numbers were not always called active
eLon inh: E. coli protease La inhibition. P0A9M0. purified E. coli Lon protease, fluorescence polarization. inhibition, % at 7.94 µM. actives 0.42% (n = 360,000); in the data active = inhibition above about 13%, passing the limit was not always enough;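 also: 0% = enzyme with probe and DMSO and 100% = no enzyme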
MsrA inhibitor: inhibitors of bovine MsrA; purified bovine MsrA, absorbance read-out; inhibition, % at 15.5 µM; actives 0.75% (n = 360,000); in the data active = inhibition above about 4.5%;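 also: 0% = vehicle wells with enzyme and 100% = reference inhibitor wells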
MsrA act: activates bovine MsrA enzyme. actives 0.3% (n = 360,000). activation, % at 10.6 µM. purified bovine MsrA, absorbance read-out. AID 602163; in the data active = activation above about 7.5%;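 also: 0% = vehicle and 100% = reference activator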
* = called active by the depositor; i = inactive; / = no result given; + = active, no number.

Value order: MT1-MMP act inh, Rin1-Abl PPI inh, FAS-TE inh, SKN-1 block, Neddyl block, NRP1-CendR mod, eLon inh, MsrA inhibitor, MsrA act
COc1ccc(C(=O)Nc2ccnn2C2CCN(C(=O)c3cnsn3)CC2)cc1
→ 1, 3, -2, -13, i, 0, 0, 0.1, -6
C/C(=N\NS(=O)(=O)c1ccc(Br)cc1)c1cccs1
→ -1, 1, -3, 4, i, 3, -8, 1.8, -6
CC(=O)NC(C(=O)NCC(N)=O)C(C)C (centres undefined)
→ -4, -4, -5, 6, i, 4, 11, 0.9, -2
O=C(NCCCn1ccnc1)c1cc(-c2ccc(Cl)cc2)nc2ccccc12
→ 2, -7, -37, 28, i, -5, 2, 1.2, 1
O=C(OC1CCN(c2ccc([N+](=O)[O-])cc2)CC1)c1ccccc1
→ 5, -1, 0, -3, i, -6, -4, 0.1, -11
CCn1c(CC(=O)Nc2ccc(OC)cc2)nnc1SCC(=O)N1CCOCC1
→ 0, 2, -3, -3, i, 5, -14, -0.5, -7
Cc1ccc(Nc2c(-c3ccc(C)o3)nc3cnccn23)cc1
→ -3, 1, -2, 14, /, -17, -8, 1.8, -5
Cc1cc(O)c(N)c(C)c1Cl
→ -3, 4, -5, 4, i, -1, 9, 1.7, -3
CCn1c(SCC(=O)Nc2nc(-c3ccccc3)cs2)nnc1-c1ccccc1O
→ -4, 2, 12, 6, i, 0, 2, 0.8, -4
Cc1cc(C)c(S(=O)(=O)NCC(CCC(=O)O)C(F)(F)F)c(C)c1 (centres undefined)
→ 0, -1, -2, 6, i, -3, -9, -0.9, 3
C=CCC[C@H](CCCCC)OC(=O)/C=C/[C@H](O)[C@@H](O)C[C@H](O)CC=C
→ 5, /, 8, 8, i, -4, -9, 1.9, -1
CC(C)[C@H](NC(=O)Nc1cccc(Br)c1)C(=O)O
→ 0, 2, 0, 8, i, -3, 9, -0.4, -2
Cc1ccccc1C(=O)N/N=C/c1ccncc1
→ 3, -1, -7, 6, i, -8, 5, 0.4, -1
C=CCn1c(SCC(=O)Nc2cc(C)on2)nc2ccccc21
→ 4, -1, -6, -11, i, -17, -4, -0.8, 1
COc1cc(S(=O)(=O)NCc2ccncc2)c(OC)cc1Br
→ -5, -2, -2, 5, i, 8, 0, 1.4, -4
CCN(CC(=O)Nc1c(F)cccc1F)C(=O)CC1CCCCC1
→ 0, -1, -3, 5, i, -5, -6, -0.4, -2
CCCCOc1ccc(C(=O)NCCOc2cccc(OC)c2)cc1
→ 1, 0, 10, 2, i, 7, -8, -0.2, -1
O=S(=O)(NCCO)c1cccc2cccnc12
→ -2, -2, -5, 9, i, 1, -3, -0.5, -3
CC(=O)NCC1(c2ccccc2)CCN(CCCC(=O)c2ccc(F)cc2)CC1
→ 4, 14*, -3, 12, i, 3, -18, -0.1, -2
O=C(NCc1ccc(F)cc1F)[C@@H]1CCCN1C(=O)[C@@H]1CCCN1
→ 0, /, -14, 3, i, 6, 8, 1.0, -12
CCC(C)(C)NC(=O)C(c1cccn1C)N(C(=O)Cn1nnc2ccccc21)c1ccc(NC(C)=O)cc1 (centres undefined)
→ -1, -1, -3, 8, i, 3, 6, -0.5, -1
N/C(=N\c1nc2c(c(=O)[nH]1)CCC2)Nc1cccc(Cl)c1
→ -2, 2, -6, -6, i, -2, -2, -0.2, -14
O=c1c2sc3ccccc3c2[nH]c(=S)n1CCN1CCOCC1
→ -2, 2, 7, -6, i, -6, -4, 0.8, 0
CN(CCN1CCOCC1)C(=O)c1cc(COc2ccc(F)c(F)c2)on1
→ 1, 5, -6, 4, i, 3, -8, -0.5, -6
CCN(CC)C(=O)CSc1nc(-c2ccc(C)cc2)nc2c1COC(C)(C)C2
→ -1, -3, 6, -7, i, -1, 1, -0.2, -1
Cc1ccc(N=Cc2ccc(O)cc2O)cc1F
→ -39, -7, -4, 10, i, -38, -21, 3.6, -2
CC(C)c1ccc(CNC(=O)CCc2ccccc2)cc1
→ 1, -2, 6, -6, i, 6, 0, -0.5, -2
Cc1nnsc1SCCNC(=O)Nc1ccc(Cl)cc1
→ 0, -1, 5, 3, i, 5, -11, 0.9, -3
CCOC(=O)[C@@H]1[C@H]2COc3cc(OC)ccc3[C@H]2N2C(=O)N(c3cccc(F)c3)C(=O)[C@@]12C
→ -3, 2, 32, 22, i, 25*, 6, -0.6, -2
COC(CNC(=O)c1ccc(N2CCC3(CC2)OCCO3)c([N+](=O)[O-])c1)OC
→ 2, -2, -10, 1, i, -1, -9, 0.6, -1
CCCc1n(CC(O)COC2CCCCC2)c2ccccc2[n+]1C (centres undefined)
→ 0, 0, -4, 2, i, 12, -9, 1.7, -1
Cc1ccc(-n2ncc3c(=O)n(CC(=O)N4CCCCCC4)cnc32)cc1
→ -2, 0, -4, -15, i, -5, -3, -0.3, 0
Cc1ccc(NC(=S)N/N=C2/CCCCc3ccccc32)cc1
→ 2, -1, 21, -12, i, -8, 9, 1.4, -4
O=C(CSc1n[nH]c(-c2ccco2)n1)Nc1sc2c(c1C(=O)Nc1ccccc1)CCCC2
→ -4, 4, -9, 9, i, -22, -10, 1.1, -10
O=C1Nc2ccccc2S/C1=C/c1cccs1
→ -7, -3, 0, 16, i, -11, 4, 0.0, -2
CCN(CC)C(=O)C1=C(C)N(Cc2ccc(OC)cc2)C(=O)C(CC(=O)NCCCCc2ccccc2)C1 (centres undefined)
→ 3, 3, 2, -9, i, 4, -3, 1.0, -5
CCCCCCCCN1C(=O)[C@H](CC(=O)NCCC(C)C)C[C@@]2(C(=O)OC)CCCCC=C12
→ -7, /, 13, -2, i, -9, 6, -0.5, -1
Cc1ccc(S(=O)(=O)N2[C@@H](c3cccc(Cl)c3)C(C(=O)O)=CC[C@H]2c2ccc(Cl)cc2)cc1
→ -2, 3, 21, 4, i, -4, -4, 0.4, -6
COc1cccc(CNC(=O)[C@@H]2CCCN2C(=O)[C@H]2CCCCN2C(=O)c2c(F)cccc2F)c1
→ 6, /, -12, 11, i, 13, -6, 0.5, -4
CCCCNC(=O)c1ccccc1NC(=O)c1ccc2c(c1)OCO2
→ 0, 6, 9, 5, i, 0, -2, 0.1, -7
COc1nc(/C=C/N(C)C)c([N+](=O)[O-])c(OC)n1
→ -5, -7, -1, -4, i, 2, -3, 2.0, -5
COc1ccc(OCCNS(=O)(=O)c2ccccc2)cc1
→ -1, -1, 2, 25, i, 13, 5, -0.2, -1
CCc1nnc(NC(=O)c2cccc(S(=O)(=O)N3CCCCC3)c2)s1
→ 0, 0, -6, 7, i, 8, -4, 2.0, -3
O=c1oc2cc([N+](=O)[O-])ccc2nc1/C=C(\O)c1cccc(Br)c1
→ 6, -7, 5, 7, i, 5, -4, 3.8, -6
CCC(C)N(C)C1CCN(C(=S)Nc2ccc(OC)cc2)CC1 (centres undefined)
→ 2, -1, -6, -4, i, -5, -1, 0.2, -3
C=CCNC(=S)NNC(=O)c1cc(Cl)ccc1OC
→ 0, -1, -3, 0, i, -5, -12, -1.2, -1
CCOc1ccccc1C1CC(c2ccccc2)Nc2nc(N)nn21 (centres undefined)
→ -2, -7, -4, 9, /, 3, -1, 2.1, -1
O=C(NCc1ccncc1)C1CCCN1S(=O)(=O)c1ccc(Cl)cc1 (centres undefined)
→ 8, -3, -3, -10, i, 8, -6, -0.7, -4
COc1cc(OC)c(N(C)S(=O)(=O)c2cccc(C(=O)NC(C)C3CC4CCC3C4)c2)cc1Cl (centres undefined)
→ -2, 2, 1, -13, i, -2, -1, 0.7, -2
CCC1CCCCN1C(=O)Nc1cc(Cl)ccc1OC (centres undefined)
→ -1, -3, -6, 0, i, 4, -11, -0.2, -9
O=C(Nc1cccnc1Cl)C1CCCN(c2ncnc3c2nc2n3CCCCC2)C1 (centres undefined)
→ 5, -1, -1, 11, i, 2, -14, 0.1, -1
O=C1C2CC=C(Cl)CC2C(=O)N1c1ncn[nH]1 (centres undefined)
→ 6, 2, -18, -8, i, -4, -4, 0.4, -9
O=C(COc1ccc(Br)cc1)NCCCNC(=O)c1cccnc1
→ -1, 2, -3, 0, i, 0, -6, 1.3, -7
CCOC(=O)C1=NN(C(=O)c2ccc(C)cc2)C(O)(c2ccc(Cl)cc2)C1 (centres undefined)
→ -44, -4, 20, 7, i, -4, -54, 0.5, -3
Cc1cccc(OCC(=O)NC2CCCC2)c1
→ -1, 0, 1, 5, i, 9, -2, -0.3, -3
Cc1nn(Cc2ccccc2)c(C)c1C(=O)NCCN1C(=O)S/C(=C\c2ccc(F)cc2)C1=O
→ -7, 0, -10, -6, i, -1, -1, 0.6, 1
CC(=O)c1cccc(-c2ccnc3c2CC(C(=O)NCc2ccncc2)O3)c1 (centres undefined)
→ 2, -2, -7, 11, i, 7, -13, 0.2, -3
CC(C)N(C)Cc1nnnn1CC(=O)N(C)Cc1ccc(F)cc1
→ -2, 1, -4, 4, i, -3, -6, -0.1, 0
Cc1cc(-c2ccc3c(c2)COc2c4ccccc4nn2-3)on1
→ -2, -4, -2, 1, +, 15, 0, 0.4, -10
CCN(C(=O)c1ccnc(C(C)(C)C)c1)c1ccccc1
→ 3, 0, -6, -5, i, 5, -6, -1.3, -3

Carrying on.
Value order: MT1-MMP act inh, Rin1-Abl PPI inh, FAS-TE inh, SKN-1 block, Neddyl block, NRP1-CendR mod, eLon inh, MsrA inhibitor, MsrA act
S=C(S)N1CCCC1
→ 0, 2, -3, 2, i, -12, -1, 0.3, -13
CC(=O)c1c(Cl)nc2ccc(Br)cc2c1-c1ccccc1
→ 3, -2, 36, 5, i, 0, -2, 1.5, -4
COc1ccc2ccc(OCC(=O)N3c4ccccc4NC(=O)CC3C)cc2c1 (centres undefined)
→ 0, 3, -4, 3, i, 2, -17, -1.0, 0
COc1ccc(-c2cc(C(=O)OCC(=O)NC3CC3)c3ccccc3n2)cc1OC
→ 0, -1, 3, 15, /, 4, -6, 0.2, -4
CC(=O)c1cccc(N(CC(=O)NC2CCCCC2)C(=O)CCC(=O)Nc2nc(C)cs2)c1
→ 3, -1, 0, 9, i, 9, -1, 0.7, -1
CCCCOC(=O)n1c(=S)oc2cc(Cl)ccc21
→ -6, -3, -2, 13, i, -18, 8, 3.8, 0
CCOC(=O)/C=c1\s/c(=C\c2ccc3c(c2)OCCO3)c(=O)n1CC(=O)NCC1CCCO1 (centres undefined)
→ -5, -2, -12, 11, +, -18, -9, 0.0, -4
Fc1ccc(/C=N/Nc2nnnn2-c2ccccc2)cc1
→ 4, 3, 1, 9, i, 1, 1, -0.5, -2
Cc1cc2c(cc1S(=O)(=O)CCC(=O)N(C)Cc1ccccc1)OCC(=O)N2
→ 3, -3, 1, -3, i, -1, -4, 1.7, -7
COc1ccc(-c2nc(CN3CCC(c4ccccc4)CC3)c(C)o2)cc1OC
→ -5, 2, -6, 4, i, -20, 6, -0.1, -3
O=C(O)c1ccc(NC(=O)c2cccc(NC(=O)c3cccs3)c2)cc1
→ 0, -3, -4, 2, i, -10, 8, /, -8
COc1cc(C(=O)Nc2cc(C(F)(F)F)ccc2N2CCOCC2)ccc1OCC(=O)N1CCOCC1
→ 0, 3, 2, 14, i, 3, -4, -0.2, -5
COc1ccc(C)cc1NCC(=O)Nc1ccc(C(C)(C)C)cc1
→ 0, 2, 9, -15, i, 8, 0, 0.3, -6
Cc1c(C2N3CC4(C)CN2CC(C)(C3)C4=O)c2ccccc2n1C (centres undefined)
→ 3, -6, 0, -28, i, -5, 8, 1.0, -4
COc1ccccc1N1C(=O)C2CC=CC(C)C2C1=O (centres undefined)
→ -1, -2, -8, -3, i, -1, 1, 0.2, -3
CCCN(CC(=O)Nc1ccccc1C)C(=O)c1ccc2c(c1)S(=O)(=O)N=C1CCCCCN12
→ -2, 2, -1, 5, i, 2, -3, 1.2, -2

Record cards (already shown). Order of screens: MT1-MMP act inh	Rin1-Abl PPI inh	FAS-TE inh	SKN-1 block	Neddyl block	NRP1-CendR mod	eLon inh	MsrA inhibitor	MsrA act
`Cc1cc2c(cc1S(=O)(=O)CCC(=O)N(C)Cc1ccccc1)OCC(=O)N2` in the list: 3	-3	1	-3	i	-1	-4	1.7	-7
`COc1ccc2ccc(OCC(=O)N3c4ccccc4NC(=O)CC3C)cc2c1` (centres undefined) in the list: 0	3	-4	3	i	2	-17	-1.0	0

Screening results deposited in PubChem BioAssay by several laboratories.
